Screening results as filed in PubChem.
KB-3-1 tox – kills parental KB-3-1 adenocarcinoma cells | KB-3-1 viability, CellTiter-Glo ATP luminescence, 72 h | Potency, µM (doses to about 46.1 µM), for the others: at the top dose activity change, negative = cytotoxic, actives largely listed as cytotoxic | 400,000 compounds, 1.4% hits | AID 1347075; further: potency means the concentration at half of the fitted maximal effect; on the % scale 0 is the no-effect control and ±100 the full control effect; nearly all actives have a fitted effect of over 60% in size
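KB-3-1 cells, DMEM (no phenol red) + 10% FBS; compound by pin transfer, 72 h, 37 °C. Readout: CellTiter-Glo luminescence after 10 min. Data normalized, curve-fitted.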
KB-V1 MDR tox – KB-V1 MDR subline cytotoxicity; KB-V1 MDR cells viability, CellTiter-Glo, 72 h; Potency, µM (top dose mostly 46.1 µM), for the others: at the top dose activity change, negative = cytotoxicity, actives largely listed as cytotoxic; 400,000 compounds, 3.4% hits; AID 1347076; further: potency means the concentration at half of the fitted maximal effect; on the % scale 0 is the no-effect control and ±100 the full control effect; nearly all actives have a fitted effect of over 60% in size
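Luminescent ATP read-out (CellTiter-Glo, 10 min) measures survival of drug-selected KB-V1 MDR cells after 72 h, 37 degrees C compound exposure. Medium: phenol-red-free DMEM, 10% FBS. Values from fitted concentration-response curves.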
IL1B secr inh – inhibitors of inflammasome signaling (IL-1 beta secretion) | THP-1 LPS/ATP IL-1B secretion, AlphaLISA, 16 h; stronger effect = lower value | activity change, % at 57.5 µM | 360,000 compounds, 4.7% hits; in the data active means activity change below about -50%; inconclusive means mostly about -30% to -49%; further: on the % scale 0 is the no-effect control and ±100 the full control effect
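THP-1 cells pretreated 1 hr with compounds (up to 57.5 uM final), then stimulated with LPS (250 ng/mL final) plus ATP (1.25 mM final); secreted IL-1B measured by AlphaLISA after 16 hr, decreased signal indicating inhibition.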
SW480 rerep – inducers of DNA re-replication in SW480 colon cancer cells; SW480 DNA re-replication, Hoechst DNA content imaging, 48 h; Potency, µM (top dose mostly 46.1 µM), for inactives: top-dose re-replication activation, actives largely listed as activators; AID 624297; 340,000 compounds, 1.8% hits; further: potency means the concentration at half of the fitted maximal effect; % of control where 0% means no effect; nearly all actives have a fitted effect of over 55% in size
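SW480 cells exposed to compounds for 48 hr at 37 C, 5% CO2, then Hoechst-stained 40 min. Nuclear DNA content imaged by fluorescence scanning (405 nm excitation, 500-530 nm emission); re-replication scored as increased high-intensity nuclei.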
GLP-1R agonist – GLP-1 receptor (human) agonism | P43220 | HEK293 GLP-1R CRE-luciferase, luminescence, 4-6 h; cells express a hypersensitive GLP-1R form | 380,000 compounds, 0.007% hits | Potency, µM (doses to about 45.6 µM), for the others: top-dose activation, most hits filed as activators | AID 624172; further: potency means the concentration at half of the fitted maximal effect; % of control where 0% means no effect
Target sequence (P43220 whole entry, looked up): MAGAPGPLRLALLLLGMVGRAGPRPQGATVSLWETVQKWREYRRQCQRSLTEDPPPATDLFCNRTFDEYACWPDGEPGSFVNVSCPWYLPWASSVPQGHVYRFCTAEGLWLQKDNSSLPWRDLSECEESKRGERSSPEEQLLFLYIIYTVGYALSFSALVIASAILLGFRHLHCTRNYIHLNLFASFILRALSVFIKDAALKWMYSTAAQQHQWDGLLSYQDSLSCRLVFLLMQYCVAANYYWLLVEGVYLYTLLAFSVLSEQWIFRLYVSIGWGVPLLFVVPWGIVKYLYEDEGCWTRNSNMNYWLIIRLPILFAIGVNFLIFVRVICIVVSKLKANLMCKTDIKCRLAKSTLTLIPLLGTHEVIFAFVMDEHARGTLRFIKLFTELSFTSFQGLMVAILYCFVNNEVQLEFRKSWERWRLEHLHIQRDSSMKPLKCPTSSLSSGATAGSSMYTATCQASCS
HT1080-NT tox – kills 2HG-producing HT-1080-NT fibrosarcoma cells. HT-1080-NT fibrosarcoma viability, CellTiter-Glo ATP luminescence, 48 h. Potency, µM (highest dose often 46.1 µM), without a hit: top-dose activity, negative = less viability, most hits filed as cytotoxic. 360,000 compounds, 1.6% hits;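 further: NT is the 2HG producing partner of a matched IDH1 knockdown line; potency means the concentration at half of the fitted maximal effect; 0% = DMSO-treated cells and -100% = media-only wells without cells; nearly all actives have a fitted effect of over 55% in size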
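HT-1080-NT fibrosarcoma cells (2HG-overproducing), 750 cells/well in RPMI with 5% FBS, dosed after 2 h and incubated 48 h at 37C. CellTiter-Glo luminescence normalized to DMSO and no-cell wells; concentration-response curves fitted and classed.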
DRD3 antagonist – blocks the human D3 dopamine receptor; D3R cells, DiscoveRx beta-arrestin luminescence, antagonist mode; stronger effect = lower value; max response, negative = inhibition, %; 360,000 compounds, 2.5% hits; AID 652054; in the data active means max response below about -50%; inconclusive means no clear call, values can overlap the other calls; further: on the % scale 0 is the no-effect control and ±100 the full control effect; mostly tested at two doses, the higher about 12 µM
Target sequence (P35462 whole entry, looked up): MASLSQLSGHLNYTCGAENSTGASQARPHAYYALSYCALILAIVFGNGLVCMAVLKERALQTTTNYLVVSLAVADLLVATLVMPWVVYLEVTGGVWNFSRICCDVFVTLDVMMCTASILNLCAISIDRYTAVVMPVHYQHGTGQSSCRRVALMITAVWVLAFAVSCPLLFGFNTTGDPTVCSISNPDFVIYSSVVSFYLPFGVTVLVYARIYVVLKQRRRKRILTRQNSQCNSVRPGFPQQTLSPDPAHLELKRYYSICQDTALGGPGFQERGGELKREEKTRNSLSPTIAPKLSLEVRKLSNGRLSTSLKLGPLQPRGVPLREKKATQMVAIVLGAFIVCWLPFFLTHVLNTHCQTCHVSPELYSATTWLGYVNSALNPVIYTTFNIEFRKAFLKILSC
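Cells expressing the human receptor were seeded at 1500 cells/well, incubated overnight at 37 degrees C in 5% CO2, then exposed to library compounds with dopamine controls for 90 minutes at 37 degrees C before luminescent detection.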
HT1080 IDH1KD tx – HT-1080 IDH1 knockdown cell toxicity (counter line); 360,000 compounds, 2% hits; Potency, µM (titrated, usually from 46.1 µM), for the others: at the highest dose activity, negative = toxicity, most hits filed as cytotoxic; AID 686971; HT-1080 IDH1 knockdown viability, ATP luminescence, 48 h;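 further: potency means the concentration at half of the fitted maximal effect; 0% = DMSO wells and -100% = cell-free medium wells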
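IDH1KD HT-1080 cells, 750/well, RPMI + 5% FBS; compound pinned after 2 h settling; 48 h, 37 °C; CellTiter-Glo luminescence; % activity normalised to DMSO and no-cell wells; curves fitted, classed by r2 and efficacy.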
D3 ag – activates the human D3 dopamine receptor; max activation, %; 410,000 compounds, 0.58% hits; D3R DiscoveRx beta-arrestin cells, luminescence, 90 min; AID 652048; in the data active means max activation above about 30%; further: 0% is about no effect; mostly tested at two doses, the higher about 12 µM
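Cells at 1500/well, incubated overnight, then treated with pinned compounds (dopamine as control) for 90 min at 37 degrees C. DiscoveRx reagent added for 30 - 60 minutes at room temperature; luminescence read.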
* hit, by the source's call; ? = inconclusive; nt = no result given; [ ] = remark or other dose. Unless noted, the call rests on the fitted dose curve; in most records, active means well fitted curve in the direction sought with a large enough effect; inconclusive means small, poorly fitted or top-dose-only effect, or another doubt; inactive means no such curve, though single readings can be large; an effect the other way counts as inactive or inconclusive.

SMILES | KB-3-1 tox | KB-V1 MDR tox | IL1B secr inh | SW480 rerep | GLP-1R agonist | HT1080-NT tox | DRD3 antagonist | HT1080 IDH1KD tx | D3 ag
C=CCn1c(SCC(=O)NC2CCCCC2)nnc1-c1cccnc1 | 20.5% | -0.6% | 0.0 | -2.9% | -7.2% | 0.2% | 9.8 | 0.6% | -12.7
COc1ccc(NC(=O)CC2SC(=N)N(c3ccccc3)C2=O)c(OC)c1 (stereo not drawn) | ? | -23.8% | -10.3 | 2.5% | 11.7% | -10.6% | 8.3 | 0.6% | 1.6
C/C=C/C=[N+](\[O-])C(C)/C(=N/O)c1ccc(F)cc1 (stereo not drawn) | 0.3% | -1.4% | -0.8 | 1.7% | 13.4% | -0.1% | 14.5 | 13.1% | 1.0
CCc1cccc2c(C#N)cn(CC(=O)NCCOC)c12 | 3.5% | 4.2% | ? | -1.0% | -7.2% | -1.5% | -20.9 | -0.8% | -6.4
Cc1cc(S(=O)(=O)N2CCCC2)ccc1OCC(=O)NCc1ccccn1 | 13.6% | ? | -3.3 | -5.6% | 6.0% | 12.9% | 3.5 | 5.0% | 13.7
CCOc1cc(C(=O)Nc2ccccc2F)cc(Br)c1OCC | ? | ? | 0.0 | 22.1% | 11.7% | 7.0% | 6.5 | 4.1% | -4.8
Cc1cccc(C(=O)Nc2nnc(SCC(=O)NC3CC3)s2)c1 | 2.7% | ? | 7.8 | -3.0% | 6.2% | 3.4% | -7.9 | 6.8% | 5.3
O=C1C(O)=C(O)C(=O)c2ccccc21 | -0.1% | 5.3% | 22.7 | ? | -3.6% | -19.7% | -25.2 | -17.3% | -9.7
CCCc1nc(-c2ccccc2O)n(-c2ccccc2)n1 | -19.5% | -29.3% | 13.4 | 1.8% | 7.5% | -6.2% | -1.3 | -2.3% | -7.8
CNC(=S)N1CCC(C(=O)c2ccc(Cl)cc2)CC1 | 0.0% | 0.0% | -10.1 | nt | 2.4% | -1.0% | 67.1 | 10.5% | 5.5
Cc1ccc(S(=O)(=O)Nc2ccc(Nc3ccccc3)cc2)cc1 | -2.6% | -4.3% | -8.1 | 1.2% | 6.7% | ? | -16.2 | -24.7% | -10.4
Cc1ccc(O)c(C2=NOC(O)(C(F)(F)F)C2)c1 (stereo not drawn) | 6.8% | 0.0% | 11.1 | -1.2% | -6.3% | 4.5% | 15.1 | -1.0% | 1.2
COc1ccc(S(=O)(=O)Nc2ccccc2C(=O)N2CCOCC2)cc1C | -1.5% | -28.8% | 7.1 | -9.5% | 0.0% | ? | 5.5 | 2.6% | -3.2
Cc1cc(NC(=S)NC(=O)C2CC2)ccc1Br | 25.7% | -10.8% | 24.0 | -2.3% | 0.0% | -10.6% | -26.0 | -8.1% | -7.1
CC1=C(C(=O)N2CCOCC2)CC(CC(=O)NCc2cccc3ccccc23)C(=O)N1Cc1ccccc1 (stereo not drawn) | 21.4% | -7.3% | 14.6 | nt | 5.0% | 8.6% | -11.8 | -0.4% | -5.6
Cc1ccc(NC(=S)NCCN2CCOCC2)cc1F | 7.3% | -5.8% | 0.9 | -1.7% | 0.8% | 5.9% | -7.9 | 6.2% | 4.3
CCOc1ccc(CCNC(=O)COC(=O)/C=C/c2ccc(C)o2)cc1OCC | 19.7% | 5.9% | 2.0 | -0.8% | 6.1% | 0.9% | -4.2 | 4.4% | 5.3
CCN(CC)CCn1c(=N)n(CCOc2ccccc2)c2ccccc21 | ? | -18.4% | -71.5* | 11.2µM* | 7.3% | 11.2µM* | 6.6 | 10µM* | -3.8
COc1ccc(Br)cc1/C=N/Nc1ccc(Cl)c(C(=O)O)c1 | 18.7% | ? | 17.8 | 0.5% | 8.2% | 6.6% | 0.8 | -10.5% | 2.1
COc1ccc(-c2csc(Nc3ccc(S(=O)(=O)Nc4cc(OC)nc(OC)n4)cc3)n2)cc1 | -1.5% | ? | -75.2* | -4.9% | 3.6% | -3.8% | 0.0 | -0.9% | -3.4
Cc1ccc(-c2nc(CS(=O)(=O)CC(=O)NC3CC3)c(C)o2)cc1 | 3.9% | ? | -5.1 | -8.3% | 7.0% | 2.7% | -2.0 | -1.0% | -1.6
CCOc1ccc(S(=O)(=O)NCCC2=CCCCC2)c2ccccc12 | 1.4% | ? | 9.3 | 0.2% | 10.1% | -2.7% | -10.8 | -26.2% | 4.4
O=C1CN(C(=O)OCc2ccccc2)c2ccccc2N1 | 4.9% | 6.2% | -14.3 | 2.5% | 18.2% | -0.1% | -20.4 | -19.0% | 0.0
CC(NS(=O)(=O)c1ccc(OCC(=O)N2CCOCC2)c(Cl)c1)c1ccccc1 (stereo not drawn) | -14.8% | 0.0% | -4.6 | -9.8% | 2.4% | -0.4% | 5.2 | -5.5% | -8.9
CCN(CC)S(=O)(=O)c1ccc(NC(=O)COC(=O)c2ccc(-n3nc(C)cc3C)cc2)cc1 | 0.0% | 22.7% | -5.1 | -6.4% | -0.8% | -1.9% | -29.4 | 12.4% | -19.0
Cc1cccc(NC(=O)c2cccc(NC3=NC4CS(=O)(=O)CC4S3)c2)c1 (stereo not drawn) | 10.7% | -2.5% | -12.3 | -5.4% | -3.9% | 1.0% | -9.9 | 0.8% | 1.9
Cc1ccc2c(c1)c1c3n2CCN(C=O)C3CCC1 (stereo not drawn) | ? | -15.8% | -4.9 | -5.7% | 5.9% | -2.5% | 11.4 | -7.8% | 2.8
c1ccc(-n2nnnc2SCc2cn3cccnc3n2)cc1 | 4.6% | 0.0% | -10.2 | -8.4% | 11.9% | 4.6%[9.24 µM] | -18.9 | 0.2% | -1.2
O=C(O)c1ccc2c(=O)n3c(nc2c1)/C(=C/c1ccc(OC(F)F)cc1OC(F)F)CC3 | 20.5% | 25.9% | 8.4 | ? | 15.1% | 16.0% | 20.1 | ? | 4.3
COC(=O)c1c(NC(=O)c2ccco2)sc2c1C(C(=O)OC)CC2 (stereo not drawn) | -13.5% | 18.4µM* | -12.6 | 14.7% | 10.1% | -3.0% | -50.1* | -19.1% | 4.1
CCOC(=O)c1c(C)[nH]c(C=C2C(=O)CCCC2=O)c1O | 10.6% | 2.2% | 6.7 | -2.1% | 1.4% | -0.3% | -10.2 | 2.2% | -2.1
c1ccc(-c2noc(C34CC5CC(CC(C5)C3)C4)n2)cc1 | 13.2% | 11.8% | 38.2 | -1.7% | -18.8% | 0.3% | -10.3 | 0.5% | -3.2
CCNc1ccc(S(N)(=O)=O)cc1[N+](=O)[O-] | -0.4% | -11.0% | 9.5 | -11.2% | 5.6% | -4.5% | -19.6 | -3.0% | -7.5
COc1ccc([N+](=O)[O-])cc1NC(=O)CCS(=O)(=O)c1ccc(Br)cc1 | 15.2% | ? | 72.5 | -0.4% | 10.3% | 0.6% | -25.2 | 1.4% | -15.4
Cc1cccc(C)c1Nc1nnc(SCC(=O)Nc2ncc(C(F)(F)F)cc2Cl)s1 | 0.0% | ? | -1.8 | 1.3% | 0.9% | ? | -17.0 | -32.9% | -18.6
O=C(Nc1ccc(C(=O)N2CCCCC2)cc1)c1ccc(Br)cc1 | 2.2% | 24.3% | -19.4 | -0.7% | 0.2% | -4.1% | -8.0 | -3.8% | -3.8
COc1ccc(SCCCn2c(=O)c3c(ncn3C)n(C)c2=O)cc1 | 18.5% | -1.0% | 6.7 | -33.3%[inhibitor] | 16.6% | -8.4% | 7.5 | -8.8% | 3.0
O=C(N/N=C/c1ccc[nH]1)c1ccc([N+](=O)[O-])cc1 | -3.9% | -1.3% | -1.5 | -9.8% | 0.9% | -3.4% | 0.0 | -2.9% | -9.3
Cc1nc2ccc(S(=O)(=O)N(C)CC(=O)N3CCc4ccccc4C3)cc2s1 | -5.9% | -6.9% | 11.4 | 0.9% | 0.8% | -4.6% | 13.4 | -12.0% | -7.7
Cn1cc(Cl)c(C(=O)OCC(=O)Nc2ccc(S(N)(=O)=O)cc2)n1 | 0.2% | -5.0% | 21.0 | -2.3% | 4.0% | -7.6% | -13.2 | -4.3% | -16.9
Cc1csc2ncc(C(=O)NC(C)c3ccccc3)c(=O)n12 (stereo not drawn) | 1.8% | 0.0% | 39.5 | -5.4% | 13.8% | 2.2% | -1.1 | 1.0% | 5.3
CCOC(=O)CNC(=O)C1CCC(CNS(=O)(=O)c2cccc3nsnc23)CC1 (stereo not drawn) | 10.8% | 4.6% | -6.7 | ? | -4.1% | -8.3% | -18.1 | 22.1% | -13.3
CCN(CC(=O)Nc1c(F)cccc1F)C(=O)CNC(=O)C1CCCCC1 | -2.8% | -5.2% | 18.5 | ? | 0.2% | -2.7% | -0.4 | -3.5% | -5.2

Compounds as they come, and some 12% of all compounds hit somewhere here.
